HCMV antiviral: blocks human cytomegalovirus replication. HFF cells, HCMV-luciferase reporter, 72 h; stronger effect = lower value. activity change, negative = inhibition, % at 57.5 µM. 410,000 tested, 4.5% active; in the data active = activity change below about -60%; inconclusive = no clear call, values can overlap the other calls; inactive = above about -39%
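Compounds were evaluated in HFFs infected with an HCMV luciferase reporter virus (MOI 1 PFU/cell). Luciferase in lysates collected 72 h post infection served as the replication measure.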
AmpC detergent: inhibitors of E. coli AmpC beta-lactamase with detergent | P00811 | AmpC hydrolysis of nitrocefin, absorbance 480 nm, 0.01% Triton | Potency, µM (doses to about 114 µM), without a hit: at the highest dose activity change, negative = inhibition, most hits filed as inhibitors | 370,000 tested, 0.041% active | AID 485294;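 also: potency is read from the fitted curve at half-maximal effect; 0% = no-compound wells and -100% = no-enzyme wells; nearly all actives have a fitted effect of over 25% in size; some results filed as inactive show a strong effect at the top dose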
Target sequence (P00811 whole entry, looked up): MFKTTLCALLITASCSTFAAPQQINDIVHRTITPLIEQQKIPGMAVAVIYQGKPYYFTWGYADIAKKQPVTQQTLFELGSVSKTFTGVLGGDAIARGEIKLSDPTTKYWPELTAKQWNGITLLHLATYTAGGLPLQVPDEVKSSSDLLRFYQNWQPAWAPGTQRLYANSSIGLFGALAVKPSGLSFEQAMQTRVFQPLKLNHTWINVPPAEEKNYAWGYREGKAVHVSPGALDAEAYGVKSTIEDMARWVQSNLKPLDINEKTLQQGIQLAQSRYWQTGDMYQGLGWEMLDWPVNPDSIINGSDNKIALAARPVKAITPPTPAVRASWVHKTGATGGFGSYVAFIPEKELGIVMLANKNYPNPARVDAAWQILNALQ
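20 mM phosphate pH 7.0 + 0.01% (detergent screen) or 0.0001% Triton X-100; 5.3 nM AmpC reagent; cpd preinc 15 min RT; nitrocefin (800 uM stock) to start; A480 q20 s × 4 min; Activity was normalised to no-enzyme and no-compound control wells.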
HCV inhibitor: inhibitors of hepatitis C virus infection; Huh7.5.1 HCVcc-Cre infection, luciferase reporter, 44 h; Potency, µM (titrated, usually from 41.8 µM), for the others: top-dose activity change, negative = inhibition, most hits filed as inhibitors; 340,000 tested, 3.4% active; AID 651820; also: potency is read from the fitted curve at half-maximal effect
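A cell-based infection assay in which seeded cells (1,000 per well) receive test compound after 4 h, are inoculated with HCVcc-Cre at approximately 0.5 moi, and are incubated 44 h before luminescence detection.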
AMA1-RON2 inh: AMA1-RON2 (P. falciparum) interaction inhibition | AID 720542 | 360,000 tested, 0.2% active | Potency, µM (series often up to 58.2 µM), inactives show at the highest dose activity change, negative = inhibition, actives largely listed as inhibitors | AlphaScreen AMA1-biotinylated RON2 peptide binding;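 also: potency is read from the fitted curve at half-maximal effect; 0% = vehicle wells and -100% = peptide control; nearly all actives have a fitted effect of over 45% in size; some results filed as inactive show a strong effect at the top dose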
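AMA1 (3D7) with his tag at 25 nM final met compounds first, then biotinylated RON2 peptide at 25 nM; detection used donor plus acceptor beads, 10 µg/mL apiece, read by AlphaScreen after 30 min at room temperature.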
Sm TGR inh: inhibitors of Schistosoma mansoni thioredoxin glutathione reductase; Q962Y6; Potency, µM (titrated, usually from 114 µM), for the others: at the top dose activity change, negative = inhibition, hits mostly inhibitors; AID 485364; purified TGR, DTNB reduction, TNB absorbance 405 nm; 360,000 tested, 3% active; also: potency is read from the fitted curve at half-maximal effect; nearly all actives have a fitted effect of over 60% in size
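TGR 20 nM + NADPH 100 uM (dispensed conc.), cpd preinc 15 min RT; start with NADPH (500 uM addition) then DTNB (15 mM addition). Kinetic TNB absorbance, 405 nm filter. Four-parameter Hill fit across titration.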
Giardia FBPA inh: inhibitors of Giardia lamblia fructose-1,6-bisphosphate aldolase. A8B2U2. AID 2451. 290,000 tested, 0.71% active. purified Giardia FBPA. Potency, µM (top dose mostly 59.6 µM), for inactives: top-dose activity, negative = inhibition, hits mostly inhibitors; also: potency is read from the fitted curve at half-maximal effect; nearly all actives have a fitted effect of over 55% in size
Target sequence (A8B2U2 whole entry, looked up): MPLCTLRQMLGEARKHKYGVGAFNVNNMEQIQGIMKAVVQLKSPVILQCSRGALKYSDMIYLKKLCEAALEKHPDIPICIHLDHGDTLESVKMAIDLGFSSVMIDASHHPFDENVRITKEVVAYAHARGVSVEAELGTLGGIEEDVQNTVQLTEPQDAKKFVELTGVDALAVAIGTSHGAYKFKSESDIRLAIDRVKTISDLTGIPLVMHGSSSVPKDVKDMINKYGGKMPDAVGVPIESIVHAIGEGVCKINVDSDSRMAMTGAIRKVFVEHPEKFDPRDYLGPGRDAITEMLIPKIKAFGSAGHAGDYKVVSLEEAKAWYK
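40 nM FBPA preincubated 10 min at RT with compound (up to 57.5 uM final), then substrate plus GAPDH/TPI/NAD/arsenate coupling and diaphorase/resazurin added. Fluorescence read after 20 min at RT, 525/598 nm.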
Numbers without * were called inactive; ? = inconclusive; · = no result given; & = joins results of further samples; [ ] = remark or other dose. Unless noted, calls follow the shape of the dose curve; as a rule, active = well fitted curve in the direction sought with a large enough effect; inconclusive = small, poorly fitted or top-dose-only effect, or another doubt; inactive = no such curve, though single readings can be large; an effect the other way counts as inactive or inconclusive. Unless noted, % is scaled to controls: 0 for no effect and ±100 for the full control effect.

Screens in order – Sm TGR inh | AMA1-RON2 inh | AmpC detergent | Giardia FBPA inh | HCMV antiviral | HCV inhibitor
1) CCOc1cc2[nH]c(=S)n(CCC(=O)NCc3ccco3)c(=O)c2cc1OCC
    5.1% | 39.2%[activator] | 2.5% | 0.0% | -39.4 | -6.8%
2) CC(C)(C)NC(=O)/C(=C\c1cccnc1)NC(=O)c1ccco1
    0.0% | 1.4% | -5.2% | -0.3% | -0.8 | 14.4%
3) Cc1cccnc1NC(=O)Nc1cccc(C(F)(F)F)c1
    3.1% | -3.8% | -1.0% | -8.1% | 39.9 | -10.5%
4) Oc1ccc(/C=N/NC2=NCCCCC2)c(O)c1
    5.3% | 112.5%[activator] | -12.4% | -3.9% | 209.8 | 10.5%
5) O=c1[nH]c(=O)n(Cc2ccccc2Cl)c(O)c1C=Nc1ccc(F)cc1
    4.9% | 14.7% | -1.6% | 6.8% | 19.0 | 12.0%
6) O=C(NNC(=O)c1ccc(SCC2CCCO2)c([N+](=O)[O-])c1)c1ccc(Cl)c([N+](=O)[O-])c1 (centres undefined)
    2.8% | 59.8%[activator] | 3.5% | 6.0% | 2.1 | ?
7) CSc1ccccc1C(=O)C1CCCN(C(=O)CCc2cccnc2)C1 (centres undefined)
    3.9% | -18.7% | -7.5% | 3.0% | 2.7 | 11.3%
8) Cc1cc(=O)oc2cc(OC(C)C(=O)Nc3ccc(N4CCCCC4)cc3)ccc12 (centres undefined)
    -32.7% | -13.3% | -8.6% | · | -22.4 | ·
9) COc1ccc(OC)c(C2=Nn3c(nnc3-c3ccncc3)SC2)c1
    · | 6.6% | · | · | 0.0 | -21.8%
10) CCCn1c(SCC(=O)Nc2ccc3c(c2)OCCO3)n[nH]c1=O
    0.2% | -5.4% | ? | · | 35.4 | 14.2%
11) O=C(N/N=C/c1cccnc1)c1ccccc1NS(=O)(=O)c1cccs1
    3.0% | 15.5% | 1.1% | -0.1% | -25.8 | -11.1%
12) Cc1cc(CN2CCCCC2C(=O)Nc2ccc(Oc3cccnc3)cc2)oc1C (centres undefined)
    0.0% | 0.0% | 4.6% | · | 5.5 | -20.5%
13) C[C@H]1CN([C@@H](C)CO)C(=O)Cc2cc(NS(C)(=O)=O)ccc2O[C@@H]1CN(C)CC1CC1
    · | -1.6% | · | · | -70.1* | 15.9%
14) CC(C)C(=O)Nc1cccnc1
    0.4% | -8.5% | 2.2% | 8.4% | 53.4 | 3.5%
15) O=C1c2ccccc2S(=O)(=O)N1CCCN1C(=O)c2ccccc2S1(=O)=O
    · | 8.3% | · | · | -20.2 | 11.0%
16) Cc1cc(NS(=O)(=O)c2ccc(NC(=O)c3cnc4scc(C)n4c3=O)cc2)nc(C)n1
    -8.4% | 14.7% | -16.6% | -9.7% | -22.9 | 0.1%&12.9%
17) Cc1cccn2c(=O)c(C=NCCO)c(NCc3ccco3)nc12
    -7.1% | 61.3% | -4.6% | 0.1% | -25.2 | 0.5%
18) O=C(N(c1ccccn1)c1ccccn1)C12CC3CC(CC(Cl)(C3)C1)C2
    11.7% | 48.0%[activator] | 0.2% | -3.2% | 14.1 | 19.4%
19) COC(=O)c1cnc2c(c1C(=O)OC)c(=O)n(C)c(=O)n2C
    -4.8% | 2.0% | -10.8% | 9.5% | -2.8 | 7.0%
20) CCC(C)Sc1nc2c(c(=O)[nH]c(=O)n2C)n1C (centres undefined)
    -3.3% | 3.5% | -13.9% | 3.9% | 3.3 | 14.6%
21) CCc1nnc(NS(=O)(=O)c2ccc(NC(=S)NC(=O)c3ccc(OC)cc3)cc2)s1
    39.8µM* | 11.6% | -14.5% | 0.0% | 36.8 | 29.4%
22) CC(=O)c1c(O)cc(C)n(Cc2ccccc2)c1=O
    · | 3.0% | · | · | -19.2 | ?
23) CCCn1cc(NC(=O)C2CC(c3cccc(Br)c3)=NO2)cn1 (centres undefined)
    5.1% | 23.5% | -2.7% | 1.9% | -20.4 | ?
24) Cc1c(C)n(Cc2ccc(F)cc2)c2ccc(C(=O)NCc3ccco3)cc12
    -3.0% | · | 6.1% | · | 0.0 | ·
25) CC1CCCC(C)N1/N=C/c1cc(Br)cc(Br)c1O (centres undefined)
    -24.2% | 19.1% | -1.6% | -3.3% | 17.5 | 18.2%
26) N/C(=N\OC(=O)COc1ccc2ccccc2c1)c1ccncc1
    7.2% | 16.1% | 6.8% | -11.9% | · | ?
27) C=CCOc1ccc(/C(O)=C2/C(=O)C(=O)N(CCCn3ccnc3)C2c2cccs2)cc1 (centres undefined)
    -33.1% | -18.1% | 2.0% | 25.3% | 18.2 | -16.8%
28) CCOC(=O)c1ccc(S(=O)(=O)NC2CC2)cc1
    -0.9% | 1.1% | -10.2% | 2.8% | -14.2 | 16.2%
29) COc1ccc(CNC(=O)C(C)OC(=O)CO/N=C(\C)c2ccc3c(c2)OCO3)cc1 (centres undefined)
    -4.5% | -11.8% | -3.9% | · | -33.4 | 14.8%
30) Nc1nnc(SCC(=O)OCC(=O)c2ccccc2Br)s1
    ? | 1.3% | -2.8% | -9.3% | -31.5 | 4.0%

As a working copy, part of the list above:
Screens in order – Sm TGR inh | AMA1-RON2 inh | AmpC detergent | Giardia FBPA inh | HCMV antiviral | HCV inhibitor
21) CCc1nnc(NS(=O)(=O)c2ccc(NC(=S)NC(=O)c3ccc(OC)cc3)cc2)s1
    39.8µM* | 11.6% | -14.5% | 0.0% | 36.8 | 29.4%
22) CC(=O)c1c(O)cc(C)n(Cc2ccccc2)c1=O
    · | 3.0% | · | · | -19.2 | ?
23) CCCn1cc(NC(=O)C2CC(c3cccc(Br)c3)=NO2)cn1 (centres undefined)
    5.1% | 23.5% | -2.7% | 1.9% | -20.4 | ?
24) Cc1c(C)n(Cc2ccc(F)cc2)c2ccc(C(=O)NCc3ccco3)cc12
    -3.0% | · | 6.1% | · | 0.0 | ·
25) CC1CCCC(C)N1/N=C/c1cc(Br)cc(Br)c1O (centres undefined)
    -24.2% | 19.1% | -1.6% | -3.3% | 17.5 | 18.2%

Next part
Screens in order – Sm TGR inh | AMA1-RON2 inh | AmpC detergent | Giardia FBPA inh | HCMV antiviral | HCV inhibitor
31) CCCN(CCC)c1ccc(C2N=C(N)Nc3nc4ccccc4n32)cc1 (centres undefined)
    2.8% | · | 24.8% | · | ? | ·
32) O=C(COC(=O)c1cccc([N+](=O)[O-])c1)c1ccc2c(c1)OCO2
    -1.9% | · | ? | · | · | 0.1%
33) CCN(CC)C(=O)c1cc(Cl)ccn1
    -1.3% | -3.8% | 1.6% | -11.6% | 67.4 | 11.9%
34) O=C(CN1C=NS(=O)(=O)c2ccc(C(F)(F)F)cc21)Nc1cccc(C(F)(F)F)c1
    -0.7% | · | 1.3% | · | -29.0 | ·
35) CCOc1cc(S(=O)(=O)NC2CCCCC2)ccc1F
    3.1% | -1.4% | 2.3% | 1.4% | -12.8 | 10.5%
36) Cc1cccc(-n2nc3c(c2NC(=O)c2ccc(S(=O)(=O)N4CCOCC4)cc2)CSC3)c1C
    -11.2% | -6.0% | 3.7% | 0.6% | 111.8 | 6.4%
37) O=C(CCN1C(=O)[C@@H]2Cc3ccccc3CN2C1=O)N[C@@H](C(=O)O)c1ccccc1
    3.0% | -0.3% | -10.2% | -1.3% | -0.4 | -1.1%
38) COC(=O)C1=C(NC(=O)COc2ccc(Cl)cc2Cl)CCS1
    -2.6% | 12.7%[2.32 µM] | 6.0% | -0.5% | -31.5 | 11.1%
39) COc1ccccc1COCC(O)CNCCc1ccc(C(F)(F)F)cc1 (centres undefined)
    -8.2% | -12.3% | -5.0% | ? | 5.9 | ?
40) Cc1ccc2nc(CSc3nnc(NC(=O)c4ccc(C(C)(C)C)cc4)s3)cc(=O)n2c1
    3.2% | · | 6.2% | · | -33.7 | ·
41) COc1cccc2sc3cc(NCCCN4CCOCC4)ccc3c(=O)c12
    · | -2.6% | · | · | -38.8 | ?
42) Cc1ccc(NC(=O)c2ccccc2)cc1C
    2.1% | 5.3% | -11.0% | · | 44.4 | -28.2%
43) O=C(Cn1c(=O)n(-c2ccccc2)c(=O)c2sccc21)N1CCCC1
    0.7% | 15.3% | 4.4% | 5.6% | -4.7 | 10.3%
44) Cn1c(NCc2cccc(Cl)c2)nc2ccccc21
    1.1% | · | 14.5% | · | 25.6 | ·
45) O=C1C=C(N2CCCCC2)c2ccccc2C1=O
    · | -7.5% | · | · | -97.1* | 7.08µM*
46) Cc1cc(S(=O)(=O)NC[C@H]2O[C@@H](n3cnc4c(N)ncnc43)[C@H](O)[C@@H]2O)c(C)s1
    · | 6.7% | · | · | -4.6 | ?
47) CC1C/C(=C\c2cccnc2)C(=O)/C(=C/c2cccnc2)C1 (centres undefined)
    ? | -3.2% | 0.2% | -0.6% | -100.9* | ?
48) O=C(CNC(=O)c1cccs1)OCC(=O)c1ccccc1Cl
    3.9% | -17.1% | 1.1% | 3.2% | -31.2 | 3.2%
49) Cc1nnc2ccc(-c3ccc(NC(=O)Cc4cccs4)cc3)nn12
    -23.9% | -23.7% | 1.0% | -1.7% | 25.9 | -7.0%
50) Cc1oc(-c2ccc3c(c2)OCCO3)cc1C(=O)NC(Cc1ccccc1)C(=O)O (centres undefined)
    35.5µM* | -13.9% | -1.0% | 8.8% | -16.5 | 5.5%
51) Cc1nn(C(C)C(=O)O)c(=O)c2ccccc12 (centres undefined)
    20.7% | -19.4% | 4.2% | 1.0% | -39.9 | 5.4%
52) CN(C)CC(O)CN(c1ccccc1)c1ccccc1 (centres undefined)
    10.8% | 0.4% | 6.9% | 1.3% | 48.5 | -6.4%
53) O=C(Nc1ccc(N2CCCC2)cc1)c1ccccc1F
    ? | ? | -6.5% | ? | 30.0 | ?
54) COc1cc2cc(CCOC(=O)N3CCCCC3)oc(=O)c2cc1OC
    0.0% | 7.6% | -4.8% | · | -25.5 | -4.6%
55) COc1ccc(OC)c(S(=O)(=O)Nc2cccnc2)c1
    -2.3% | -9.7% | 4.5% | -0.6% | 48.4 | 13.2%
56) COc1ccc(CN(CC(=O)NCc2ccc(F)cc2)C(=O)CCC(=O)Nc2ccccn2)cc1
    -3.9% | -16.4% | -6.7% | 9.6% | 6.1 | 12.9%
57) Cc1csc(=O)n1CC(=O)OCC(=O)N(CC(C)C)c1c(N)n(Cc2ccccc2)c(=O)[nH]c1=O
    -14.7% | 13.7% | -10.7% | · | -5.8 | 0.0%
58) CN(c1ccccc1)c1nc(N)c([N+](=O)[O-])c(NC2CCCCC2)n1
    1.7% | -2.1% | -2.8% | -2.2% | 75.6 | -25.7%
59) CCOC(=O)c1c(CS(=O)(=O)c2ccccc2)n(C)c2cc(Br)c(O)c(CN(C)C)c12
    -8.7% | 40.2%[activator] | 3.1% | -5.8% | ? | ?
60) Cc1ccc(C)c(S(=O)(=O)NCC(=O)Nc2ccc3c(c2)OCO3)c1
    -17.6% | 2.1% | 1.8% | · | 86.6 | 2.3%
